TcdB GH inh = TcdB glycohydrolase inhibitors, primary screen, biochemical, single point, plate reader; inhibition, % at 9.99 µM; 350,000 compounds, 0.24% hits; AID 652162, 2013; TcdB glycohydrolase enzymatic assay; in the data active means inhibition above about 10%
Target sequence (P18177 whole entry, looked up): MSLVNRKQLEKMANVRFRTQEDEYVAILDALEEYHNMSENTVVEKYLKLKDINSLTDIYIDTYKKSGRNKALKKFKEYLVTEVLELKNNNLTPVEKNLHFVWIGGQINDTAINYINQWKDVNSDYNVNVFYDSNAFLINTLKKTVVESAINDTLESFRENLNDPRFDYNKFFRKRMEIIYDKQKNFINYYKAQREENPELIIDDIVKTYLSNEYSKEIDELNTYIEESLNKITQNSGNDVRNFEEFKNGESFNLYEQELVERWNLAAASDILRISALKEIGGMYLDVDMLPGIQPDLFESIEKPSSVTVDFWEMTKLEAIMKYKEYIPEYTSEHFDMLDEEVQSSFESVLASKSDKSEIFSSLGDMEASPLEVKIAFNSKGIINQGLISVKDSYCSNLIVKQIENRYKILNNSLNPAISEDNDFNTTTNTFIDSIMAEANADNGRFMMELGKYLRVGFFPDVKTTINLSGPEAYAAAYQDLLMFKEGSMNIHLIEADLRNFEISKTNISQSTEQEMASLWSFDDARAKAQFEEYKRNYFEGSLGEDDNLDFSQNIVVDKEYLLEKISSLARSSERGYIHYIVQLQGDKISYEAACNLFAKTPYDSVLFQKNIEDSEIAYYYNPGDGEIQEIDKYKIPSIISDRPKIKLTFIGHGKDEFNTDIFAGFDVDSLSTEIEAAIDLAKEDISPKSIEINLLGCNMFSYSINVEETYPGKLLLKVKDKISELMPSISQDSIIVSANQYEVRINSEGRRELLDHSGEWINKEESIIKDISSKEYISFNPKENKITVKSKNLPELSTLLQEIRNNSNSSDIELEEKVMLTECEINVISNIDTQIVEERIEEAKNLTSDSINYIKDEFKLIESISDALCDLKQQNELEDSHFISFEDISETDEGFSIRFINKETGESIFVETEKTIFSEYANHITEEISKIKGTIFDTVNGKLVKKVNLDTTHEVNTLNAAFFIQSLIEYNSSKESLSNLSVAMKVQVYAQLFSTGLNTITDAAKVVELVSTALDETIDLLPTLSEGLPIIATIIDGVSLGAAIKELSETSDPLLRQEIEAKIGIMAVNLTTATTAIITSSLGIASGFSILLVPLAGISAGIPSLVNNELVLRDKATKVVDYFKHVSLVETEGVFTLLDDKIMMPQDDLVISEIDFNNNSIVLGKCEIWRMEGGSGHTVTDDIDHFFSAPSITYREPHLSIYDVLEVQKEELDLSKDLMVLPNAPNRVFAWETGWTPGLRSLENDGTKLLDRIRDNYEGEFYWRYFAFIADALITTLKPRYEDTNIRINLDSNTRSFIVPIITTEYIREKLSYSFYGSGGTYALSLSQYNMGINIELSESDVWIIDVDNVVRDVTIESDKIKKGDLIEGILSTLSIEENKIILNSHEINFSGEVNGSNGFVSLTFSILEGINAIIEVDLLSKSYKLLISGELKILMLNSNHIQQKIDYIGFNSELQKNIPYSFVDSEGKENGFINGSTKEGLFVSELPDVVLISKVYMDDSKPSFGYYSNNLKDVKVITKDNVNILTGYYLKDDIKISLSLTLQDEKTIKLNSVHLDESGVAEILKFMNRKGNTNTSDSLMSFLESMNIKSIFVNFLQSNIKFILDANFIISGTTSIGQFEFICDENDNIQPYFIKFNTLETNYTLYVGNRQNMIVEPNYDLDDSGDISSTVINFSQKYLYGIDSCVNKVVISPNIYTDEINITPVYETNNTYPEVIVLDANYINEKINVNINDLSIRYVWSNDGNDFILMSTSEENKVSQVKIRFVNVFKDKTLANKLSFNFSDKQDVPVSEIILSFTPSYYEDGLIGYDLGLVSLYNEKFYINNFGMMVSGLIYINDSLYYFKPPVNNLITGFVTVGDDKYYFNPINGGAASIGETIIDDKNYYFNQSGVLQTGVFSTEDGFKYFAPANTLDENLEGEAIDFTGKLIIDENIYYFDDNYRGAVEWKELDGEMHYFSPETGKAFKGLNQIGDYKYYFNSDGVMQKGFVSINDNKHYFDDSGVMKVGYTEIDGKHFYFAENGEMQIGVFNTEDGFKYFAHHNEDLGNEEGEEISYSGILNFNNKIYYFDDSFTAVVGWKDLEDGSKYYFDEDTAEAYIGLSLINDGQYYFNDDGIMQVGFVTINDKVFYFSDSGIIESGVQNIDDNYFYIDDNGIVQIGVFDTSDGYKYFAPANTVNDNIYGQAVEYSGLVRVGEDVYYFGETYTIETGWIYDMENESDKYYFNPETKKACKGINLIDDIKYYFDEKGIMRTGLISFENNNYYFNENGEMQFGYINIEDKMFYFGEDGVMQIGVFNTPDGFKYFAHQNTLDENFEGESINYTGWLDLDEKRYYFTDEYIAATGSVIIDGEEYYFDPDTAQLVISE
* = called active by the depositor; & = joins results of further samples.

C/C=C/c1ccc2c(c1)O[C@H](CN(C)C(=O)NCCC)[C@H](C)CN([C@H](C)CO)S2(=O)=O
  TcdB GH inh = 1.7

COc1ccc(-c2ccc(C3[C@@H]4CN(Cc5cc(OC)cc(OC)c5)C[C@H]3N4)cc2)cc1 (some centres not stated)
  TcdB GH inh = 0.3&0.8

O=C(C1CCCCC1)N1CC2(C1)[C@@H](c1ccccc1)[C@@H](CO)N2CCC(F)(F)F
  TcdB GH inh = -16.3

C[C@@H]1CCCCO[C@@H](CN(C)C(=O)C2CCCCC2)[C@H](C)CN([C@H](C)CO)C(=O)c2cc(NC(=O)Nc3cccc4ccccc34)ccc2O1
  TcdB GH inh = -0.5

CCCNC(=O)N1CCC2(CC1)CN(Cc1ccccn1)[C@H](CO)c1c2c2ccc(OC)cc2n1C
  TcdB GH inh = 0.9

Cc1ccc(S(=O)(=O)N(C)C[C@@H]2Oc3ccc(NC(=O)c4ccncc4)cc3CC(=O)N([C@@H](C)CO)C[C@@H]2C)cc1
  TcdB GH inh = 0.5

COc1ccc(NC(=O)N(C)C[C@H]2OCCCC[C@H](C)Oc3ccc(NC(=O)NC4CCCCC4)cc3C(=O)N([C@@H](C)CO)C[C@H]2C)cc1
  TcdB GH inh = -0.9

COc1ccccc1-c1cnc2c(c1)C(=O)N([C@H](C)CO)C[C@@H](C)[C@H](CN(C)Cc1cccnc1)O2
  TcdB GH inh = -0.4

C[C@@H]1CCCCO[C@H](CN(C)C(=O)NC2CCCCC2)[C@@H](C)CN([C@H](C)CO)C(=O)c2cc(NC(=O)Cc3ccccc3)ccc2O1
  TcdB GH inh = -0.1

COCCNC(=O)C[C@H]1C[C@H]2c3cc(NC(=O)Nc4ccccc4)ccc3O[C@H]2[C@H](CO)O1
  TcdB GH inh = -0.2

O=C(C[C@@H]1CC[C@@H]2[C@H](COC[C@H](O)CN2Cc2cccc(C(F)(F)F)c2)O1)NCc1ccc(Cl)cc1
  TcdB GH inh = -0.3&2.7

C[C@@H]1CN([C@@H](C)CO)C(=O)c2cccc(NS(=O)(=O)c3ccc(Cl)cc3)c2O[C@H]1CN(C)S(=O)(=O)c1cccs1
  TcdB GH inh = -2.2

COc1ccc2c3c([nH]c2c1)[C@H](CO)N(S(=O)(=O)c1cn(C)cn1)CC31CCN(CC2CCCC2)CC1
  TcdB GH inh = -10.9

COc1ccc2c3c(n(C)c2c1)[C@H](CO)N(Cc1nccs1)CC31CN(C(=O)CC2CC2)C1
  TcdB GH inh = -1.5

COC(=O)C[C@@H]1CC[C@H]2[C@@H](COc3ccc(NC(=O)Nc4cccc(F)c4)cc3C(=O)N2C)O1
  TcdB GH inh = 0.8

COc1ccc(-c2cnc3c(c2)C(=O)N([C@H](C)CO)C[C@@H](C)[C@H](CN(C)C(=O)Cc2cccnc2)O3)cc1
  TcdB GH inh = -0.7

C[C@@H]1CN([C@@H](C)CO)C(=O)c2cc(NS(C)(=O)=O)ccc2O[C@H]1CN(C)S(=O)(=O)c1ccc(F)cc1
  TcdB GH inh = 0.7

COC(=O)C[C@H]1CC[C@@H]2[C@H](COC[C@@H](O)CN2C(=O)Nc2cccc(F)c2)O1
  TcdB GH inh = 0.8

C[C@H]1CN([C@@H](C)CO)C(=O)Cc2cc(NS(=O)(=O)c3ccc(F)cc3)ccc2O[C@@H]1CN(C)C(=O)Nc1ccc(C(F)(F)F)cc1
  TcdB GH inh = -1.4

C[C@H]1CN([C@@H](C)CO)C(=O)c2cccc(NC(=O)c3cnccn3)c2O[C@H]1CN(C)Cc1ccc(Cl)c(Cl)c1
  TcdB GH inh = 0.3

CO[C@H]1CN(C)C(=O)c2cc(NC(=O)C3CC3)ccc2OC[C@@H](C)N(Cc2cccc(F)c2)C[C@H]1C
  TcdB GH inh = 0.1

COCC(=O)Nc1ccc2c(c1)[C@H]1C[C@H](CC(=O)NCc3ccccn3)O[C@@H](CO)[C@H]1O2
  TcdB GH inh = -2.0

C[C@H]1CN([C@@H](C)CO)C(=O)c2cccc(NS(=O)(=O)c3cccs3)c2O[C@@H]1CN(C)C(=O)Nc1ccc(F)cc1
  TcdB GH inh = 1.2

COc1cccc(S(=O)(=O)N[C@@H]2C=C[C@H](CC(=O)NCc3ccncc3)O[C@@H]2CO)c1
  TcdB GH inh = -0.2

C[C@@H]1CN([C@H](C)CO)C(=O)c2cc(N(C)C)ccc2O[C@@H](C)CCCCO[C@@H]1CN(C)Cc1ccncc1
  TcdB GH inh = -23.8

No new results follow: 4 of the compounds above.
COCC(=O)Nc1ccc2c(c1)[C@H]1C[C@H](CC(=O)NCc3ccccn3)O[C@@H](CO)[C@H]1O2
  TcdB GH inh = -2.0

C[C@H]1CN([C@@H](C)CO)C(=O)c2cccc(NS(=O)(=O)c3cccs3)c2O[C@@H]1CN(C)C(=O)Nc1ccc(F)cc1
  TcdB GH inh = 1.2

COc1cccc(S(=O)(=O)N[C@@H]2C=C[C@H](CC(=O)NCc3ccncc3)O[C@@H]2CO)c1
  TcdB GH inh = -0.2

C[C@@H]1CN([C@H](C)CO)C(=O)c2cc(N(C)C)ccc2O[C@@H](C)CCCCO[C@@H]1CN(C)Cc1ccncc1
  TcdB GH inh = -23.8

(cont.)
C[C@H]1CN([C@@H](C)CO)C(=O)c2cccc(NC(=O)Nc3ccccc3)c2O[C@@H]1CN(C)C(=O)Nc1ccc(F)cc1
  TcdB GH inh = 1.8

COc1ccc2c3c(n(C)c2c1)[C@H](CO)N(CC1CCOCC1)CC31CCN(C(C)=O)CC1
  TcdB GH inh = -0.4

O=C(C[C@H]1CC[C@@H]2NC[C@H](O)COC[C@H]2O1)NCc1ccc(Oc2ccccc2)cc1
  TcdB GH inh = 0.9

O=C(C1CCC1)N1CC2(C1)[C@H](c1ccccc1)[C@@H](CO)N2Cc1cccnc1
  TcdB GH inh = 0.3

C[C@@H]1CN([C@@H](C)CO)C(=O)Cc2cc(NC(=O)Cc3ccccc3)ccc2O[C@H]1CN(C)C(=O)Nc1ccc2c(c1)OCO2
  TcdB GH inh = 0.1

C[C@@H]1CN([C@H](C)CO)C(=O)c2cc(NC(=O)Nc3ccccc3)ccc2O[C@@H](C)CCCCO[C@H]1CN(C)Cc1ccccc1
  TcdB GH inh = 0.3

C[C@H]1CN([C@@H](C)CO)C(=O)c2cc(NS(=O)(=O)c3cn(C)cn3)ccc2O[C@H]1CN(C)Cc1ccccc1
  TcdB GH inh = 0.8

O=C(CC1CC1)N1[C@@H](CO)[C@@H](c2ccccc2)C12CN(S(=O)(=O)c1ccccc1)C2
  TcdB GH inh = 0.1

O=C(c1ccc(F)cc1)N1CC(=O)N2[C@H](CO)[C@H](c3ccc(C#Cc4ccc(F)cc4)cc3)[C@@H]2C1
  TcdB GH inh = 0.6

C[C@H]1CN([C@@H](C)CO)C(=O)c2cc(NC(=O)Nc3ccc(F)cc3)ccc2O[C@@H]1CN(C)C(=O)Nc1cccc2ccccc12
  TcdB GH inh = -0.3

CCCNC(=O)C[C@@H]1CC[C@@H]2[C@H](COC[C@@H](O)CN2C(=O)Nc2cccc(Cl)c2)O1
  TcdB GH inh = 0.1

COc1ccccc1S(=O)(=O)N(C)C[C@@H]1OCc2ccccc2-c2c(n(C)c3ccccc23)C(=O)N([C@@H](C)CO)C[C@@H]1C
  TcdB GH inh = 0.9

Cc1ccccc1-c1cnc2c(c1)C(=O)N([C@H](C)CO)C[C@@H](C)[C@H](CN(C)C(=O)c1ccc(F)cc1)O2
  TcdB GH inh = 0.6

C[C@H](CO)N1C[C@H](C)[C@@H](CN(C)CC2CCCCC2)Oc2c(NS(C)(=O)=O)cccc2C1=O
  TcdB GH inh = 0.1

CO[C@H]1CN(C)C(=O)c2cc(NC(C)=O)ccc2OC[C@@H](C)N(CC2CC2)C[C@@H]1C
  TcdB GH inh = -1.4

CC(C)CC#Cc1ccc2c(c1)O[C@H](CN(C)S(C)(=O)=O)[C@H](C)CN([C@H](C)CO)S2(=O)=O
  TcdB GH inh = 1.0

C[C@H](CO)N1C[C@H](C)[C@@H](CN(C)S(C)(=O)=O)Oc2ccc(NC(=O)Cc3ccccc3)cc2CC1=O
  TcdB GH inh = -1.5

C[C@H]1CN([C@@H](C)CO)C(=O)c2cc(NC(=O)C3CCCCC3)ccc2O[C@H]1CN(C)Cc1ccccc1
  TcdB GH inh = -0.1

O=C(C[C@@H]1CC[C@@H]2[C@H](COC[C@H](O)CN2C(=O)Nc2cccc(F)c2)O1)NCc1ccccc1Cl
  TcdB GH inh = 0.5

C[C@H](CO)N1C[C@H](C)[C@H](CN(C)Cc2ccncc2)Oc2c(NC(=O)Nc3cccc4ccccc34)cccc2C1=O
  TcdB GH inh = -0.2

CO[C@@H]1CN(C)C(=O)c2cc(NC(=O)c3cnccn3)ccc2OC[C@@H](C)N(CCc2ccccc2)C[C@@H]1C
  TcdB GH inh = 0.2

Cc1cc(C)c2cc(C#N)c(NCCNC(=O)c3ccccn3)nc2c1
  TcdB GH inh = 0.7

CC(=O)N1CC(=O)N2[C@H](C1)[C@@H](c1ccc(-c3ccc(C#N)cc3)cc1)[C@@H]2CO
  TcdB GH inh = -0.6

COCC#Cc1ccc([C@@H]2[C@@H](CO)N3CCCCN(Cc4cncnc4)C[C@H]23)cc1
  TcdB GH inh = -0.7

C[C@H]1CN([C@@H](C)CO)C(=O)Cc2cc(NC(=O)Nc3ccc(F)cc3)ccc2O[C@H]1CN(C)S(=O)(=O)c1ccc(F)cc1
  TcdB GH inh = 2.1

Cc1ccccc1-c1ccc([C@@H]2[C@H]3CN(C(=O)Nc4cccc(F)c4)CCCCN3[C@H]2CO)cc1
  TcdB GH inh = 0.7

C[C@@H]1CN([C@@H](C)CO)C(=O)c2cc(-c3ccccc3)cnc2O[C@@H]1CN(C)Cc1cccnc1
  TcdB GH inh = 1.3

COc1ccc(N2C(=O)c3[nH]nc(-c4ccccc4)c3C2c2ccc(Br)cc2)cc1 (configuration not stated)
  TcdB GH inh = 0.7

O=C(C1CC1)N1CCCCN2[C@H](CO)[C@@H](c3ccc(C#CC4(O)CCCC4)cc3)[C@H]2C1
  TcdB GH inh = -0.5

C[C@@H]1CN([C@H](C)CO)C(=O)Cc2cc(NC(=O)Cc3cn(C)c4ccccc34)ccc2O[C@H]1CN(C)Cc1ccc(C(=O)O)cc1
  TcdB GH inh = -1.5

CCC(=O)Nc1ccc2c(c1)OC[C@@H](C)N(CCC(F)(F)F)C[C@@H](C)[C@@H](OC)CN(C)C2=O
  TcdB GH inh = 1.7

CCC(=O)N(C)C[C@@H]1Oc2ncc(-c3ccc(F)cc3)cc2C(=O)N([C@H](C)CO)C[C@H]1C
  TcdB GH inh = 0.2

C[C@H]1CN([C@@H](C)CO)C(=O)c2cccc(NS(C)(=O)=O)c2O[C@@H]1CN(C)Cc1ccc2c(c1)OCO2
  TcdB GH inh = -0.5

CO[C@@H]1CN(C)C(=O)c2ccc(NC(C)=O)cc2OC[C@H](C)N(Cc2cc(F)ccc2F)C[C@H]1C
  TcdB GH inh = 0.7

N#C[C@H]1[C@H](c2ccccc2-c2cccc(F)c2)[C@H](CO)N1C(=O)C1CCC1
  TcdB GH inh = 0.5

O=C(O)C[C@H]1C=C[C@H](NC(=O)Nc2ccccc2)[C@@H](CO)O1
  TcdB GH inh = 0.6

O=C(NCC[C@H]1CC[C@@H](NS(=O)(=O)c2cccc(F)c2)[C@@H](CO)O1)C1CCC1
  TcdB GH inh = -15.5

Cc1noc(C)c1S(=O)(=O)Nc1ccc2c(c1)C(=O)N([C@@H](C)CO)C[C@H](C)[C@H](CN(C)S(=O)(=O)c1ccccc1)OCCCC[C@H](C)O2
  TcdB GH inh = 0.0

C[C@H]1CN([C@@H](C)CO)C(=O)c2cccc(NC(=O)Nc3cccc4ccccc34)c2O[C@H]1CN(C)Cc1ccc2c(c1)OCO2
  TcdB GH inh = 0.2

C[C@@H]1CCCCO[C@@H](CN(C)C(=O)Nc2cccc3ccccc23)[C@@H](C)CN([C@H](C)CO)C(=O)c2cc(NS(=O)(=O)c3ccc(F)cc3)ccc2O1
  TcdB GH inh = 0.5

C[C@@H](NC(=O)C[C@@H]1C[C@H]2c3cc(NC(=O)NC4CCCC4)ccc3O[C@H]2[C@@H](CO)O1)c1ccccc1
  TcdB GH inh = -6.1

Cc1noc(C)c1S(=O)(=O)N(C)C[C@@H]1OCCCC[C@@H](C)Oc2ccc(NC(=O)Nc3cccc4ccccc34)cc2C(=O)N([C@H](C)CO)C[C@@H]1C
  TcdB GH inh = 1.1

CC=Cc1ccc2n(c1=O)C[C@@H]1[C@@H](CO)[C@H](C(=O)NCc3cccc(F)c3)[C@H]2N1S(C)(=O)=O (mixture of isomers)
  TcdB GH inh = 0.7

C[C@@H]1CN([C@H](C)CO)C(=O)c2cc(NS(=O)(=O)c3cn(C)cn3)ccc2O[C@@H](C)CCCCO[C@H]1CN(C)C
  TcdB GH inh = -5.7

COc1ccccc1NC(=O)N[C@@H]1CC[C@@H](CCn2cc(-c3ccccc3)nn2)O[C@@H]1CO
  TcdB GH inh = -0.5

COc1ccc(CN(C)C[C@H]2Oc3ccc(NC(=O)c4ccncc4)cc3C(=O)N([C@@H](C)CO)C[C@@H]2C)cc1
  TcdB GH inh = -1.1

COc1ccc2c3c([nH]c2c1)[C@@H](CO)N(C(C)=O)CC31CN(Cc2ccccc2Cl)C1
  TcdB GH inh = 3.8

O=C(C[C@H]1CC[C@@H]2[C@H](COC[C@H](O)CN2C(=O)c2ccc3c(c2)OCO3)O1)NCCN1CCCC1
  TcdB GH inh = -0.2

COc1cccc(S(=O)(=O)N[C@H]2C=C[C@H](CC(=O)NC3CCC3)O[C@H]2CO)c1
  TcdB GH inh = 1.2

CO[C@@H](CN(C)Cc1cc(F)ccc1F)[C@H](C)CN([C@@H](C)CO)S(=O)(=O)c1ccc(C)cc1
  TcdB GH inh = 0.5

O=C(C[C@@H]1C[C@H]2c3cc(NS(=O)(=O)c4ccc(F)cc4)ccc3O[C@H]2[C@H](CO)O1)NCc1ccc(Cl)cc1
  TcdB GH inh = -0.7

Cc1ccc(S(=O)(=O)N[C@@H]2CC[C@H](CC(=O)NC3CCCCC3)O[C@@H]2CO)cc1
  TcdB GH inh = -0.3

O=C(C[C@H]1CC[C@@H](NS(=O)(=O)c2ccc(F)cc2)[C@H](CO)O1)NCCN1CCCCC1
  TcdB GH inh = -0.6

O=C(C[C@H]1C[C@H]2c3cc(NC(=O)Nc4ccccc4)ccc3O[C@H]2[C@@H](CO)O1)NCC1CC1
  TcdB GH inh = 0.2

C[C@H](O)C#Cc1ccc2c(c1)O[C@H](CN(C)C(=O)C1CCC1)[C@H](C)CN([C@@H](C)CO)S2(=O)=O
  TcdB GH inh = -12.9

Compound activity deposited in PubChem BioAssay by Broad Institute.

A portion of the library; count on the stated rates, not on these rows.
